CRFBP-R2 agonist – CRF-BP/CRF-R2 complex agonism | activation, % at 13.2 µM | 350,000 compounds, 0.46% hits | AID 588473 | HEK293 CRF-R2/CRF-BP, calcium dye fluorescence (FLIPR); percent of saturating CRF peptide response;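 active means activation of at least 50%, plus an integration ratio under a set limit after plate pattern correction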;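 further: plate controls were neutral control wells without compound for no effect and CRF at EC100 for full effect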
CRFR2-BP antag – CRF-BP/CRF-R2 complex antagonism | AID 588475 | HEK293 CRF-R2/CRF-BP, CRF-induced calcium fluorescence | inhibition, % at 11.8 µM | 350,000 compounds, 0.59% hits;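 active means inhibition of the ligand-induced calcium signal above about 50% at the single tested concentration, limit read from the data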
SUMO HTRF inh – blocks human SUMOylation mediated by UBC9. P63279. HTRF SUMOylation assay, SAE1/SAE2 + UBC9, in vitro. inhibition, % at 35 µM. 290,000 compounds, 0.36% hits; in the data active means inhibition above about 50%, passing the limit was not always enough; further: strong numbers were not always called active
Target sequence (P63279 whole entry, looked up): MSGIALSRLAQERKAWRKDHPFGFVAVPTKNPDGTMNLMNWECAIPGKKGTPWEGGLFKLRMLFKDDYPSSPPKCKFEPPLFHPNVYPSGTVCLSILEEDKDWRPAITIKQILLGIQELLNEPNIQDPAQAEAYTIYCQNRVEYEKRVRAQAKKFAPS
DNA FID counter – counter-screen for HCV NS3 helicase inhibitors: DNA intercalator displacement; DNA fluorescent intercalator displacement, fluorescence; inhibition, % at 7.9 µM; 290,000 compounds, 0.17% hits; in the data active means inhibition above about 37%;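 further: 0% = vehicle and 100% = reference compound; higher means more ethidium bromide displaced from hairpin DNA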
MEKK2mut PB1 HTS – signal of MEK5 binding to mutant human MEKK2 PB1 domain. bead flow cytometry, Alexa488-MEK5 binding to MEKK2 mutant. percent response, % at 10 µM. 290,000 compounds, 0.35% hits. AID 1530; in the data active means percent response above about 24%, passing the limit was not always enough; further: inactives centre near 1; some results filed as inactive read as strong as hits
MEKK3 PB1 HTS – modulators (inhibitors or enhancers) of MEK5 binding to human MEKK3 PB1 domain; Q99759; bead-based flow cytometry, Alexa488-MEK5 binding to MEKK3; actives lie on both sides; 0 = blocked by unlabeled MEK5, 100 = vehicle; binding response (% of control), % at 10 µM; 290,000 compounds, 1.4% hits; AID 1529;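 active means binding response more than 3 SD above or below the average of its plate-row segment, actives on both sides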;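 further: Alexa488 bead fluorescence after subtracting the streptavidin-only scavenger bead signal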
Target sequence (Q99759 whole entry, looked up, the tested form may be a part): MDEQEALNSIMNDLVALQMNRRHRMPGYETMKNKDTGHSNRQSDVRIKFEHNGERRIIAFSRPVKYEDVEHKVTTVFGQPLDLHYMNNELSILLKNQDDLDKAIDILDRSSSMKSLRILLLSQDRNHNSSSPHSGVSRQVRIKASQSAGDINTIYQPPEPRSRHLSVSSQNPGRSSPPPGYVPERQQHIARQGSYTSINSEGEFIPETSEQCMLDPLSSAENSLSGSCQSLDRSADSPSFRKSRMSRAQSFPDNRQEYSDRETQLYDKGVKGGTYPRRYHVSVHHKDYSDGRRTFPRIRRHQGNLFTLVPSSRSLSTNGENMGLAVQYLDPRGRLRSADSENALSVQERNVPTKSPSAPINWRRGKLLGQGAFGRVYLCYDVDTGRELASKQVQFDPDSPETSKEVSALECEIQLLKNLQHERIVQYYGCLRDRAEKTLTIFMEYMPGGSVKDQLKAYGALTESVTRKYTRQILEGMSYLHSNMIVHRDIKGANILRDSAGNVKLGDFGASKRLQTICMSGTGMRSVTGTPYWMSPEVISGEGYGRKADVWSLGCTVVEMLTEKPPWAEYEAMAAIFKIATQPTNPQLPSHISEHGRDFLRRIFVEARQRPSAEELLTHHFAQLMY
HCV NS3 hel inh – HCV NS3 helicase inhibition; NS3 helicase DNA unwinding, Cy5 molecular beacon fluorescence; inhibition, % at 10.9 µM; 290,000 compounds, 0.56% hits;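 active means inhibition above the mean of all tested compounds plus 3 SD, set per campaign, cut at about 35% in these data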;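 further: 0% = DMSO wells and 100% = thioflavine S control wells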
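System: HCV NS3 helicase fragment; control set: DMSO and thioflavine S; technique: Cy5 fluorescence at 0 and 60 min, beacon hairpin quenching; reagent: beacon DNA duplex substrate plus ATP; replicates: singlicate; schedule: 1 h reaction at 25 °C, ATP-initiated; medium: MOPS buffer pH 6.5 with MgCl2, DTT, Tween20, BSA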
MEKK2wt PB1 HTS – raises or lowers MEK5 binding to wildtype human MEKK2 PB1 domain | 290,000 compounds, 1.1% hits | AID 1531 | bead flow cytometry, Alexa488-MEK5 binding to MEKK2 WT; actives lie on both sides | binding response (% of control), % at 10 µM; in the data active means binding response below about 67% or above about 130%
GalR3 antag – antagonists of human GalR3; 360,000 compounds, 0.44% hits; HEK293 GalR3-CNG cAMP membrane potential fluorescence; galR3 body fused to GalR1 C-terminus; O60755; inhibition, % at 3 µM;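 active means inhibition above the screen-wide average plus 3 SD, cut at about 13% in these data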;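 further: forskolin and galanin both at EC90 stimulate the cells; cAMP rise reported by CNG channel membrane potential dye signal; 0% = forskolin plus galanin with DMSO and 100% = forskolin alone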
Target sequence (O60755 1-299 limits assumed): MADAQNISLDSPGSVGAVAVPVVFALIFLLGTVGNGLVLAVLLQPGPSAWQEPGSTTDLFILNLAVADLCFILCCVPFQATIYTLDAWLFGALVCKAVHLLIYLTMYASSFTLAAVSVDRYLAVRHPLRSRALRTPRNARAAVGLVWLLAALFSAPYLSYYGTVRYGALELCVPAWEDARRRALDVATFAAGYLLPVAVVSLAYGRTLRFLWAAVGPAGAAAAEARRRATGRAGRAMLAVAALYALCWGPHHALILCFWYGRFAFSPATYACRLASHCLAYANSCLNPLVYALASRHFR
Starred values were filed as active, the others as inactive; / = no result given; & = joins results of further samples. The list is partial. The share of hits here may be higher or lower than overall.

SMILES	CRFBP-R2 agonist	CRFR2-BP antag	SUMO HTRF inh	DNA FID counter	MEKK2mut PB1 HTS	MEKK3 PB1 HTS	HCV NS3 hel inh	MEKK2wt PB1 HTS	GalR3 antag
CC1C(=O)Nc2ccccc2N1C(=O)c1ccccc1 (centres undefined)	-1.4	1	10	-4	-14	93	1	82	-6
NC(=O)CN1C(=O)C(=O)N(Cc2ccc(F)cc2)C1=O	2.9	15	9	-1	2	104	-2	100	-8
C/C(=N\NC(=O)CC(C)C)c1ccc(Cl)c(Cl)c1	-1.2	-28	-34	0	-2	97	-6	97	-2
Cc1cc(NC(=O)c2cc(-c3ccc(O)cc3)on2)no1	1.1	-4	24	-4	-3	96	11	98	-7
O=S(=O)(c1ccccc1)C(/C=N\O)/C=C/c1ccccc1 (centres undefined)	1.0	-23	0	-12	-9	108	6	99	3
Cc1cccc(N2C(=O)C(CC(=O)Nc3cccc(F)c3)N(CCc3ccncc3)C2=O)c1 (centres undefined)	-1.7	1	2	-1	-2	100	-7	98	-3
CCOc1cc(C)c(Cl)cc1S(=O)(=O)N1CCCC1	-3.0	5	-6	-11	9	111	-4	111	-3
COc1ccc(CNCCC(c2ccccc2)C2CCOC(C)(C)C2)cc1 (centres undefined)	0.2	10	7	29	-6	76	-8	86	1
CCOC(=O)c1c2c([nH]c(=S)c1C#N)CCCC2	-1.0	-3	8	-10	1	103	5	102	-3
CCOC(=O)c1sc(NC(=O)C2CC(=O)N(c3ccc(OCC)cc3)C2)nc1C (centres undefined)	-1.1	0	2	-27	1	101	-6	101	-8
CC1CC(C)(C)CC2(C1)NC(=O)N(CC(=O)NC1CCCc3ccccc31)C2=O (centres undefined)	0.6	-33	2	-25	2	110	6	103	1
Cn1cc2ccc(N)cc2n1	-0.1	-5	98	21	-2	96	-2	98	1
Cn1c(=O)c2c(ncn2CC(=O)Nc2nnc(Cc3ccccc3)s2)n(C)c1=O	2.7	-11	-19	-14	5	103	-4	103	0
Cc1ccc2c(c1)C(c1ccncc1)=NNC(c1ccc(C(C)C)cc1)=N2	/	/	-22	-3	-2	99	-4	94	/
O=C(CSc1nnc(-c2cccnc2)n1Cc1ccccc1)N1CCOCC1	-0.5	2	11	-7	-5	79	-3	86	/
Cc1cc(C)cc(NC(=O)N(CCC#N)Cc2cccs2)c1	-2.3	-1	15	-4	-16	90	-2	93	-2
C=CCOc1ccc2c(c1)C(=NO)c1cc(OCC=C)ccc1-2	0.8	3	-9	-4	0	102	18	97	0
Cc1ccc2c(c1)C(O)(CC(=O)/C=C/C=C/c1ccccc1)C(=O)N2 (centres undefined)	-1.6	-3	6	-14	-7	94	-16	89	-4
CNc1c(N=Cc2cccnc2)c(=O)n(C)c(=O)n1C	0.0	0	33	-1	0	102	-14	105	-1
C=CCOc1ccccc1/C=N/NC(=O)Cc1ccc(C)cc1	-1.6	-10	2	-33	5	104	-16	104	-5
COc1ccc(N2CCN(C(=S)Nc3ccc(F)cc3)CC2)cc1	1.6	4	-2	-9	6	102	6	98	-8
O=C(c1ccc(COc2ccccc2Cl)o1)N1CCCC1	1.4	12	10	-17	2	102	-1	106	-4
COc1cccc(Nc2ccc([N+](=O)[O-])c3nonc23)c1	-1.6	18	-3	13	8	103	4	105	-9
COc1ccc(C(CC(=O)c2ccccc2)CC(=O)c2ccccc2)cc1	5.7	10	-39	-20	3	104	-12	101	1
COc1ccccc1N1CCN(C(=O)c2ccc3c(c2)CCN3S(=O)(=O)c2ccccc2)CC1	2.0	-7	6	-47	-5	96	-33	93	-5
O=C(N/N=C/c1cc([N+](=O)[O-])ccc1O)C1C2CCCCC21 (centres undefined)	/	/	4	0	-5	98	-12	95	/
C(=N\N(Cc1ccccc1)c1ccccc1)/c1ccco1	0.2	-10	25	10	-4	104	14	98	1
COc1ccc(CCNC(=O)CSc2nn3c(=O)c(C)nnc3s2)cc1OC	1.3	-9	6	-8	5	101	3	106	-4
COC(=O)C1=C(C(=O)OC)[C@@H]2Nc3ccccc3[C@@]23C[C@@H](C(=O)OC)N(C(=O)c2ccc(Br)cc2)C3=N1	-0.6	-1	4	/	-7	97	/	95	/
CCS(=O)(=O)NCC(c1ccco1)N1CCN(c2ccccc2F)CC1 (centres undefined)	-3.3	26	-2	0	-2	97	5	98	3
O=S(=O)(NCC1CC1)c1cccc(S(=O)(=O)N2CCCC2)c1	-0.5	-27	12	2	10	116	-3	119	1
CS(=O)(=O)c1ccc(Cl)c(NC(=O)Cc2c(F)cccc2Cl)c1	-1.6	10	13	-2	1	102	-9	99	-3
COc1ccccc1C1CC(c2ccccc2)=NN1C(=S)Nc1ccccc1 (centres undefined)	1.5	0	-14	-8	-2	102	-2	97	-8
CCN(CC)CC(=O)Nn1c(C)nc2c(ncn2-c2ccccc2)c1=O	4.8	6	16	-1	-10	86	-1	88	-5
O=C(O)c1ccc(-n2c(-c3ccc(Br)cc3)n[nH]c2=S)cc1	-0.3	19	-5	-6	10	102	1	106	/
OCCN(Cc1ccccc1)Cc1ccccc1O	2.0	-17	3	3	-5	106	-2	99	-4
O=C(/C=C/c1ccc([N+](=O)[O-])cc1)/C=C/c1ccco1	/	/	32	-8	-2	102	-1	95	-5
CCN1C(=O)C2C(c3ccc(O)c(OC)c3)NC(C)(C(=O)OC)C2C1=O (centres undefined)	-1.3	-7	17	4	-6	96	3	94	-2
Cc1ccc(NC(=O)C(=O)NCc2ccc(/C=C(/C#N)C(=O)NCc3cccnc3)o2)cc1	-1.5	18	6	-3	5	108	5	107	-8
CC(n1cnnn1)C12CC3CC(CC(C3)C1)C2 (centres undefined)	0.3	-7	5	0	2	101	-4	104	-2

Just HCV NS3 hel inh and CRFBP-R2 agonist (2 entries from above):
Molecule | HCV NS3 hel inh | CRFBP-R2 agonist
O=C(O)c1ccc(-n2c(-c3ccc(Br)cc3)n[nH]c2=S)cc1 | 1 | -0.3
OCCN(Cc1ccccc1)Cc1ccccc1O | -2 | 2.0

(more compounds)
SMILES	CRFBP-R2 agonist	CRFR2-BP antag	SUMO HTRF inh	DNA FID counter	MEKK2mut PB1 HTS	MEKK3 PB1 HTS	HCV NS3 hel inh	MEKK2wt PB1 HTS	GalR3 antag
COc1nc(OC)nc(Oc2ccc([N+](=O)[O-])cc2Cl)n1	0.5	-15	11	-10	-2	94	5	95	-1
CC(C)(C)[C@@H]1C=C(C(N)=O)O[C@H](OCCCCO)C1	-0.9	7	/	/	0	105	/	101	-4
COc1cccc(Nc2nc(-c3ccc(O)cc3)cs2)c1	-5.2	-1	9	2	-6	102	-4	102	-4
CSc1ccccc1OCc1cc(C(=O)NCCCc2ccccc2)no1	3.9	17	-4	-14	4	103	0	97	-2
Cn1c(=O)[nH]c(=O)c2c1nc(SCC(O)CCl)n2Cc1ccccc1 (centres undefined)	-0.6	-9	-2	-19	-2	103	20	100	-1
COc1ccc2cc(C(c3nnnn3CCc3ccccc3)N3CCC(O)CC3)c(=O)[nH]c2c1 (centres undefined)	11	-2	-2	-8	-30	96	-10	98	0
COc1ccc(S(=O)(=O)N(C)CC(=O)NCC2CCCO2)cc1OC (centres undefined)	1.7	0	1	-11	2	100	-4	101	-6
O=C1CCC(C(=O)N2CCCO2)CN1Cc1cccc(C(F)(F)F)c1 (centres undefined)	-6.6	1	5	-10	-3	102	3	99	-3
Cc1ccc(S(=O)(=O)Cc2ccc(C(=O)NCCc3ccccc3)o2)cc1	-0.6	-4	15	-32	1	103	4	98	-9
Cc1cc(C(=O)NC2CC(C)(C)Cc3c2cnn3-c2ccccc2)n[nH]1 (centres undefined)	-1.0	2	0	-45	7	103	-2	109	-2

Molecules shown so far containing a cyano group:
SMILES	CRFBP-R2 agonist	CRFR2-BP antag	SUMO HTRF inh	DNA FID counter	MEKK2mut PB1 HTS	MEKK3 PB1 HTS	HCV NS3 hel inh	MEKK2wt PB1 HTS	GalR3 antag
CCOC(=O)c1c2c([nH]c(=S)c1C#N)CCCC2	-1.0	-3	8	-10	1	103	5	102	-3
Cc1cc(C)cc(NC(=O)N(CCC#N)Cc2cccs2)c1	-2.3	-1	15	-4	-16	90	-2	93	-2
Cc1ccc(NC(=O)C(=O)NCc2ccc(/C=C(/C#N)C(=O)NCc3cccnc3)o2)cc1	-1.5	18	6	-3	5	108	5	107	-8

Following part:
SMILES	CRFBP-R2 agonist	CRFR2-BP antag	SUMO HTRF inh	DNA FID counter	MEKK2mut PB1 HTS	MEKK3 PB1 HTS	HCV NS3 hel inh	MEKK2wt PB1 HTS	GalR3 antag
Clc1ccc(-c2nnc(N3CCOCC3)o2)cc1	0.5	-3	5	-2	-2	100	-1	96	-1
O=c1[nH]c(C2CCN(S(=O)(=O)c3ccc(C(F)(F)F)cc3)CC2)nc2c1nnn2Cc1cccc(F)c1	0.1	-1	-14	-37	0	103	-8	98	-7
O=C(Nc1ccc(Cl)cc1)c1ccc2ncsc2c1	1.9	-2	5	-6	10	109	-9	110	-9
COC(=O)CN(c1ccccc1F)S(=O)(=O)c1ccc(C)cc1	-0.9	1	23	-7	-10	102	7	92	-7
Cc1nnc(Sc2nc3c(c(=O)n(C)c(=O)n3C)n2Cc2ccc(Cl)cc2)s1	-1.7	3	5	4	-6	89	5	92	0
COC(=O)Cc1csc(N)n1	-1.3&-3.4	10&23	6&-4	10&-1	5&5	108&104	4&2	106&110	1&-2
COc1ccc(N(CC(=O)NC(C)(C)C)C(=O)c2ccco2)cc1	-1.6	12	9	-5	-2	98	-3	103	-4
COc1cccc(C2/C(=C(/O)c3ccc(F)cc3)C(=O)C(=O)N2CCN(C)C)c1 (centres undefined)	-1.5	1	11	8	0	101	-6	101	-9
Cc1c(-c2ccccc2)nc2ccccc2c1C(=O)Oc1ccc([N+](=O)[O-])cc1	1.2	-11	-19	-2	4	105	4	99	-2
O=C(CC(C(=O)O)P(=O)(c1ccccc1)c1ccccc1)c1ccc(Br)cc1 (centres undefined)	-0.2	13	8	-39	2	99	-1	95	-1
COC(=O)Cn1c(=O)c(C(=O)CCl)c(N)n(Cc2ccccc2)c1=O	-1.0	-2	-36	0	-3	98	-12	94	-2
CCOc1ccc(CC(C(N)=O)C(N)=O)cc1CN(C)C	0.9	4	1	-2	7	99	1	103	0
C=CCn1c(COc2ccccc2)nnc1SCc1ccc(C#N)cc1	-4.1	0	13	-29	2	101	-2	103	2
O=C(CSc1nnc(NC(=O)c2ccco2)s1)Nc1ccccc1Cl	-3.0	-8	-1	-4	0	104	12	100	-11
O=C(Nc1nc2ccccc2n1CCN1CCOCC1)c1ccc(Cn2cc([N+](=O)[O-])cn2)o1	-4.9	3	16	-24	5	104	-1	111	-2
CC(=O)Nc1ccc(S(=O)(=O)Oc2ccc(/C=N/NC(=O)c3ccc(Cl)cc3)cc2)cc1	-0.1	-21	-11	2	8	106	13	124	-4
C/C(=N\NC(=O)c1nnn(-c2nonc2N)c1-c1cccs1)c1ccc(O)cc1	-0.8	-73	10	-21	5	107	-10	105	-7
Cn1cc(NC(=O)c2cc(NC(=O)c3cc(NC=O)cn3C)cn2C)cc1C(=O)NCCC(=N)N	/	/	-6	/	10	110	/	131	/
NS(=O)(=O)c1cccc(NC(=O)c2cncc(Br)c2)c1	-1.1	1	-15	-2	-8	100	-2	96	4
Cc1cnc(C(=O)OCC(=O)N(Cc2ccccc2)C(C)C)cn1	0.6	3	-2	-3	1	115	-12	107	-3
Cc1ccc(Nc2c([N+](=O)[O-])ccc3nonc23)c(C)c1	0.3	10	-10	-4	-2	103	0	99	-4
Cc1c(CC(=O)NCCCC(=O)O)c(=O)oc2cc3occ(-c4ccccc4)c3cc12	1.5	-5	8	-25	7	107	19	102	-10
CN(C(=O)COc1ccc(Br)cc1Cl)C1CCCCC1	-6.2	-10	4	-19	0	94	-2	97	-5
